Screens (PubChem)
proKLK7 act – activators of human kallikrein-7 zymogen | AID 652039 | P49862 | purified proKLK7, EDANS-DABCYL substrate fluorescence; 100% is mature enzyme control, 0% vehicle | hit rate 0.9% among 370,000 | activation, % at 7 µM;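 active = activation above the mean of all tested compounds plus 3 SD, computed per campaign excluding outliers beyond control limits, cut at about 13% in these data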
PLC-gamma1 inh – blocks human PLC-gamma1 enzyme activity | inhibition, % at 12.2 µM | purified PLC-gamma1, fluorogenic substrate, fluorescence | AID 720700 | hit rate 0.84% among 370,000; in the data active = inhibition above about 9.5%
MBD2 inh – MBD2-methylated oligo binding inhibition | Q9UBB5 | TR-FRET, MBD2 binding to methylated oligonucleotide | inhibition, % at 4.4 µM | hit rate 0.31% among 370,000; in the data active = inhibition above about 13%
Tn7 DDE FP – DD(E)-Tn7 binding inhibition, primary FP screen; inhibition, % at 8.3 µM; hit rate 0.13% among 370,000; AID 720508; FP displacement of FITC-Tn7 peptide from fibrin DD(E); 0% = median of compound wells per plate;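 active = inhibition above the mean of compounds falling within the control limits plus 3 SD of them, cut at about 14% in these data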;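 also: 0% = plate median of compound wells and 100% = 10 µM Aha-Tn7 peptide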
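Measure: % inhibition scaled between sample-field median and high-control FP; Test system: human fibrin DD(E); Quantity: 2 µM final DD(E) protein; Doses: one dose, 8.3 µM nominal; Schedule: compound with protein 10 min, then 3 h after probe, room temperature; Detection: fluorescence polarization; Medium: Tris buffer with calcium and detergent, pH 7.8.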
UHRF1 binding – human UHRF1 methylated DNA binding inhibitors; UHRF1 binding to methylated oligo, TR-FRET; inhibition, % at 4.4 µM; hit rate 0.75% among 370,000; AID 687016; in the data active = inhibition above about 21%;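 also: UHRF1 SRA domain binding a hemimethylated CpG hairpin DNA probe; 0% = median of test compound wells and 100% = reference inhibitor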
PLCb3 inh – blocks human PLC-beta3 enzyme activity; AID 720704; hit rate 0.18% among 370,000; Purified PLC-beta3, fluorogenic substrate, fluorescence; inhibition, % at 12.2 µM; in the data active = inhibition above about 11%;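 also: 0% = median of compound wells on plate and 100% = full blocker control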
Target sequence (Q01970 whole entry, looked up): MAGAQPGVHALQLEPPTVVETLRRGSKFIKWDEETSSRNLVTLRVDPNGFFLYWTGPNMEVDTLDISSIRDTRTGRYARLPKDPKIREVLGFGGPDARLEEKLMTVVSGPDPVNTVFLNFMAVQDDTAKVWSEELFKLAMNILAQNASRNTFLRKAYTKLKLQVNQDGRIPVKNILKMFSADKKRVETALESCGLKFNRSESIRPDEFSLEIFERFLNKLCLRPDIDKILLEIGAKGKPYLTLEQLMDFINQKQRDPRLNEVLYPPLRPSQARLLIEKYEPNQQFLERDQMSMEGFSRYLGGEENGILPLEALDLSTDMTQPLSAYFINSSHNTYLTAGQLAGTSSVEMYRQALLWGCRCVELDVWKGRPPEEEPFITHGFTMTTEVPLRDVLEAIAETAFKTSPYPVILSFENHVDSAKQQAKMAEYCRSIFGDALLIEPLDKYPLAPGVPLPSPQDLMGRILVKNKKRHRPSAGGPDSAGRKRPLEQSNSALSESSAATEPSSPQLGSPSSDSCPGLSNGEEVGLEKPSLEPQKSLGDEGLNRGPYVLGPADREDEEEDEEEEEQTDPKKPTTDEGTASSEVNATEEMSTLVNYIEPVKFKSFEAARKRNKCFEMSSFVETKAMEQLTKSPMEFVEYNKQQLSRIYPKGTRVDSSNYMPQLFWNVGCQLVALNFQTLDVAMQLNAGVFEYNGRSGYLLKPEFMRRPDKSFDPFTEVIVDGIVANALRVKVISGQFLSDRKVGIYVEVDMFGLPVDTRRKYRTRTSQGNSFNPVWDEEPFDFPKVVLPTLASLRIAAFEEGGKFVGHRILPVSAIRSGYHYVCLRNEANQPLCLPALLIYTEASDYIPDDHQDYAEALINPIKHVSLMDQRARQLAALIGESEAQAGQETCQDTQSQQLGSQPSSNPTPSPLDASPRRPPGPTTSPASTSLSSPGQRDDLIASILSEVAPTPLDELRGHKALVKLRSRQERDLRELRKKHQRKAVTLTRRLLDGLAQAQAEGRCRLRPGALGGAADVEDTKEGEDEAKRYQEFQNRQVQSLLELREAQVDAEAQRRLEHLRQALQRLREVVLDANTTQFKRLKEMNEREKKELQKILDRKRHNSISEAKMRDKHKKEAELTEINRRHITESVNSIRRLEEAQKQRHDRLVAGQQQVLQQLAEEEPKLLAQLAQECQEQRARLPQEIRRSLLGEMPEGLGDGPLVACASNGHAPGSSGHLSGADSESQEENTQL
ARFGAP1 inh – rat ARFGAP1 inhibition; Q62848; Arfgap1-stimulated ARF1 GTP hydrolysis, GDP FP detection; inhibition, % at 16.5 µM; hit rate 0.26% among 360,000; AID 651572;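 active = inhibition above a per-plate limit, mean inhibition of low control wells plus 3 SD, cut at about 25% in these data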;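 also: 0% = DMSO wells with enzyme and 100% = wells lacking Arfgap1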
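Assay system: Rat Arfgap1 GAP domain (His6, aa 1-136), purified enzyme | Buffer or medium: HEPES 25 mM pH 7.5, NaCl 150 mM, MgCl2, DTT | Schedule: GTP hydrolysis reaction 2 h at 25 °C | Signal: FP of antibody-bound GDP Alexa 633 tracer, ex 620/em 688 nm | Measure: Percent inhibition of Arfgap1-stimulated GTP hydrolysis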
Tn6 DDE FP – DD(E)-Tn6 binding inhibition, primary FP screen | Fibrin DD(E) TRITC-Tn6 fluorescence polarization displacement | hit rate 0.21% among 370,000 | inhibition, % at 8.3 µM | AID 720509 | P02675;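 active = inhibition above a per-campaign cutoff: mean of compounds within control limits plus 3 SD, cut at about 15% in these data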;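 also: 0% = median of all compound wells on the plate and 100% = blocking peptide control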
ASAP1 GAP inh – inhibitors of human ASAP1 ArfGAP activity; ASAP1-stimulated ARF1 GTP hydrolysis, GDP FP detection; inhibition, % at 16.5 µM; hit rate 0.19% among 360,000; AID 624377; in the data active = inhibition above about 25%;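 also: 0% = vehicle with enzyme and substrate and 100% = no enzyme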
ADAM17 inh – ADAM17 inhibition, QFRET primary screen; hit rate 0.83% among 370,000; AID 720648; recombinant ADAM17, EDANS/DABCYL FRET peptide cleavage; inhibition, % at 6.95 µM;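 active = inhibition above the mean of compounds lying between control limits plus 3 SD, set per campaign, cut at about 8.5% in these data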;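 also: 0% = DMSO-only wells as the low control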
Active calls of the source: *; i = inactive; x = not tested or not shown.

| cpd | proKLK7 act | PLC-gamma1 inh | MBD2 inh | Tn7 DDE FP | UHRF1 binding | PLCb3 inh | ARFGAP1 inh | Tn6 DDE FP | ASAP1 GAP inh | ADAM17 inh | SMILES |
| --- | --- | --- | --- | --- | --- | --- | --- | --- | --- | --- | --- |
| 1 | 0.3 | -1 | 1 | 3 | 0 | 3 | 6 | -3 | 10 | 0 | CCOC(=O)c1ccc(NC(=O)c2nc[nH]c2C(=O)NCC(=O)OC(C)(C)C)cc1 |
| 2 | 0.5 | 0 | 6 | 1 | -3 | 0 | 9 | 4 | -9 | -3 | Cc1cc(C)c(C)c(S(=O)(=O)N2CCNCC2)c1C |
| 3 | -1.0 | -8 | 5 | 0 | 1 | -19 | 17 | 3 | 0 | -2 | FCCCOc1ccc(-c2nccc(-c3ccccn3)n2)cc1 |
| 4 | -0.5 | 1 | 1 | -1 | -1 | 1 | 2 | 10 | 11 | -3 | CCCN(CC(=O)Nc1ccccc1OC)C(=O)c1ccccn1 |
| 5 | -0.2 | -1 | -1 | 2 | 1 | 3 | 4 | 1 | -1 | 1 | COc1cccc(NC(=O)c2c(F)cccc2F)c1 |
| 6 | 0.0 | -1 | -3 | -2 | 15 | 1 | 0 | 4 | 0 | -2 | O=C(O)c1cccc2c1-c1ccc(Cl)cc1C2 |
| 7 | 4.3 | i | -38 | 4 | -368 | i | x | 2 | x | -31 | Nc1ccc2cc3ccc(N)cc3nc2c1 |
| 8 | -0.2 | -2 | 1 | -6 | 2 | 4 | 5 | -1 | 16 | 1 | O=C(NNC(=O)c1cncc(Br)c1)c1ccncc1 |
| 9 | -0.7 | 0 | 0 | 2 | -1 | 1 | -6 | 5 | 8 | -4 | COCCN1C[C@@H](CO)O[C@@H](n2cnc3c(NC4CCCC4)ncnc32)C1 |
| 10 | 0.0 | 9 | 3 | -2 | 3 | 10 | 4 | 10 | 0 | 3 | Cc1c(CCOC(=O)c2ccccc2)sc[n+]1Cc1ccccc1 |
| 11 | -0.1 | 0 | 1 | -6 | -1 | 0 | 13 | 3 | 4 | 2 | COc1ccc(NC(=O)CN(c2cc(C)cc(C)c2)S(=O)(=O)c2c(C)noc2C)cc1OC |
| 12 | 0.4 | 0 | -1 | 2 | 3 | -1 | -2 | 2 | 7 | 1 | CCN(CC)S(=O)(=O)c1ccc(C(=O)OCC(=O)NCCN2C(=O)CSC2=O)cc1 |
| 13 | 0.6 | 4 | -3 | -5 | 1 | 7 | 9 | -3 | 6 | 5 | CCc1ccc(NC(=O)Cn2nc(C(F)(F)F)c3c2CCC3)cc1 |
| 14 | 0.2 | 11* | -5 | -2 | -1 | 4 | 4 | -5 | 2 | 2 | FC(F)(F)C1=CC(c2ccc(Cl)cc2)=NCCN1 |
| 15 | 0.1 | -2 | 1 | 0 | -1 | 1 | 0 | -5 | 9 | -1 | Cc1ccc(S(=O)(=O)N(C)Cc2ccc(C(=O)N/N=C/c3ccc(OC(F)F)cc3)cc2)cc1 |
| 16 | -0.4 | -1 | 4 | 7 | 2 | 2 | 9 | -1 | -4 | -2 | Cc1nc2c(c(N3CCOCC3)n1)OCC(=O)N2 |
| 17 | 0.2 | 0 | 1 | -3 | 1 | -7 | 0 | 5 | -7 | -2 | Cc1ccc(NC(=O)CCc2nnc3ccc(NCc4ccco4)nn23)nc1 |
| 18 | -2.4 | -83 | -5 | 2 | -6 | -112 | 9 | -4 | 2 | -96 | c1ccc(-c2ccc3c(c2)NCCN3)cc1 |
| 19 | 0.3 | 9 | 0 | -8 | -4 | -1 | 4 | 1 | -1 | 5 | Nc1nc(-c2ccc3ccccc3c2)c(C2(O)C(=O)Nc3c(Br)cc(F)cc32)s1 (stereo unspecified) |
| 20 | 0.8 | 2 | 0 | 4 | -2 | -1 | -2 | -4 | 2 | 1 | NNC(=O)CNC(=O)c1cccc(Br)c1 |
| 21 | -0.4 | 1 | -5 | -8 | 1 | 2 | 10 | -8 | 8 | -2 | Cc1cc(Cl)ccc1NC(=S)NCc1ccccc1 |
| 22 | -0.1 | 1 | -1 | 0 | 3 | 0 | -5 | 2 | 2 | -1 | CC1CC(C)(C)N(C(=O)CSc2ccc(-c3ccc(F)cc3)nn2)c2ccccc21 (stereo unspecified) |
| 23 | 1.2 | 8 | -7 | 1 | -1 | 5 | 37* | -2 | 53* | -1 | O=C(NC1(O)C(=O)c2ccccc2C1=O)c1ccccc1 |
| 24 | 0.0 | 2 | -2 | -3 | -1 | 1 | 6 | 0 | 2 | 5 | CC1(C(=O)NCc2ccc(C(F)(F)F)cc2)CCN1Cc1c(F)cccc1F (stereo unspecified) |
| 25 | 0.4 | -1 | -3 | -1 | -2 | 2 | -7 | -6 | 11 | 0 | Cn1c(NC(=O)c2ccc(Cl)cc2)cc(=O)n(C)c1=O |

Part of the list above, with bars between the fields.
nr | smiles | proKLK7 act | PLC-gamma1 inh | MBD2 inh | Tn7 DDE FP | UHRF1 binding | PLCb3 inh | ARFGAP1 inh | Tn6 DDE FP | ASAP1 GAP inh | ADAM17 inh
2 | Cc1cc(C)c(C)c(S(=O)(=O)N2CCNCC2)c1C | 0.5 | 0 | 6 | 1 | -3 | 0 | 9 | 4 | -9 | -3
3 | FCCCOc1ccc(-c2nccc(-c3ccccn3)n2)cc1 | -1.0 | -8 | 5 | 0 | 1 | -19 | 17 | 3 | 0 | -2
4 | CCCN(CC(=O)Nc1ccccc1OC)C(=O)c1ccccn1 | -0.5 | 1 | 1 | -1 | -1 | 1 | 2 | 10 | 11 | -3
5 | COc1cccc(NC(=O)c2c(F)cccc2F)c1 | -0.2 | -1 | -1 | 2 | 1 | 3 | 4 | 1 | -1 | 1
6 | O=C(O)c1cccc2c1-c1ccc(Cl)cc1C2 | 0.0 | -1 | -3 | -2 | 15 | 1 | 0 | 4 | 0 | -2
7 | Nc1ccc2cc3ccc(N)cc3nc2c1 | 4.3 | i | -38 | 4 | -368 | i | x | 2 | x | -31
8 | O=C(NNC(=O)c1cncc(Br)c1)c1ccncc1 | -0.2 | -2 | 1 | -6 | 2 | 4 | 5 | -1 | 16 | 1
9 | COCCN1C[C@@H](CO)O[C@@H](n2cnc3c(NC4CCCC4)ncnc32)C1 | -0.7 | 0 | 0 | 2 | -1 | 1 | -6 | 5 | 8 | -4
10 | Cc1c(CCOC(=O)c2ccccc2)sc[n+]1Cc1ccccc1 | 0.0 | 9 | 3 | -2 | 3 | 10 | 4 | 10 | 0 | 3
11 | COc1ccc(NC(=O)CN(c2cc(C)cc(C)c2)S(=O)(=O)c2c(C)noc2C)cc1OC | -0.1 | 0 | 1 | -6 | -1 | 0 | 13 | 3 | 4 | 2
12 | CCN(CC)S(=O)(=O)c1ccc(C(=O)OCC(=O)NCCN2C(=O)CSC2=O)cc1 | 0.4 | 0 | -1 | 2 | 3 | -1 | -2 | 2 | 7 | 1

(continued)
| cpd | proKLK7 act | PLC-gamma1 inh | MBD2 inh | Tn7 DDE FP | UHRF1 binding | PLCb3 inh | ARFGAP1 inh | Tn6 DDE FP | ASAP1 GAP inh | ADAM17 inh | SMILES |
| --- | --- | --- | --- | --- | --- | --- | --- | --- | --- | --- | --- |
| 26 | -0.1 | 3 | -1 | -5 | -3 | -3 | 13 | -2 | 2 | 3 | COc1cccc(C(=O)Nc2cnn(C(C)C)c2)c1 |
| 27 | 0.3 | -1 | -6 | 1 | 0 | -8 | 11 | -1 | 5 | 0 | CC(C)C(=O)N1CCN(S(=O)(=O)c2ccc3ccccc3c2)CC1 |
| 28 | 0.1 | 3 | -1 | -1 | 0 | 3 | -10 | -6 | 6 | -4 | O=C1N(c2ccc(Cl)c(Cl)c2)CN(Cc2ccccc2)CN1n1cnnc1 |
| 29 | 5.8 | -21 | 4 | 3 | -3 | -32 | -2 | -4 | -8 | -41 | CCOc1ccc(NC(=O)CN(C)C(=O)c2ccc(-c3ccc(C(C)=O)cc3)o2)cc1OCC |
| 30 | -0.4 | -5 | 1 | -3 | -1 | -10 | -15 | 0 | -1 | -4 | Cc1nn2c(N3CCN(c4ccccn4)CC3)cc(C(C)C)nc2c1-c1ccccc1 |
| 31 | -0.2 | 3 | 2 | -9 | 1 | 2 | -1 | 1 | 2 | 1 | COC(=O)C1=C(C)NC(=O)CC1c1ccccc1OC (stereo unspecified) |
| 32 | -0.3 | -2 | -3 | 5 | -1 | -8 | -1 | 0 | 2 | -3 | Cc1ccc(Cl)c(OCC(=O)Nc2ccccc2N2CCCCC2)c1 |
| 33 | 0.2 | 1 | -1 | -2 | -1 | -6 | 15 | 12 | -8 | 0 | Cc1noc(C)c1COc1ccc(C(=O)N2CCC(C)CC2)cc1 |
| 34 | -0.1 | -3 | 3 | 0 | 0 | 1 | 1 | 4 | -1 | 2 | CC1(c2nnc(Cc3ccccc3)o2)CC(c2ccccc2F)=NO1 (stereo unspecified) |
| 35 | 0.0 | 3 | -7 | 5 | -2 | -1 | 5 | 1 | -11 | -1 | Cc1onc(C(=O)NCCc2ccccc2)c1[N+](=O)[O-] |
| 36 | -1.1 | i | -4 | -4 | 1 | i | -2 | -1 | 4 | i | CCCOc1ccc(C2C(C(=O)OC)=CN(CCOC)C=C2C(=O)OC)cc1 |
| 37 | -0.2 | 3 | -5 | -8 | -3 | 3 | -9 | -2 | 2 | 1 | Cc1cc(C)nc(SC2CC(=O)N(c3ccc(C)c(C)c3)C2=O)n1 (stereo unspecified) |
| 38 | -2.0 | -6 | 0 | -8 | 1 | -15 | 15 | -2 | 6 | -14 | Cc1cc(C)c(-c2csc(Cc3nc(-c4cc5ccccc5oc4=O)cs3)n2)cc1C |
| 39 | 0.2 | -29 | 10 | -1 | 5 | -25 | 3 | -11 | 10 | -15 | COc1ccc2cc3cc(C(=O)Nc4ccc5c(c4)OCO5)oc3nc2c1 |
| 40 | -0.3 | -1 | 2 | 5 | 2 | -3 | -2 | 5 | 22 | -12 | O=C(NCc1ccc(F)cc1)C1CCCN1S(=O)(=O)c1ccccc1C(F)(F)F (stereo unspecified) |
| 41 | 0.2 | 1 | 4 | -8 | -3 | -5 | 11 | 4 | 1 | 0 | O=C(NCCCn1cccn1)C1CCC(=O)N(Cc2ccccc2F)C1 (stereo unspecified) |
| 42 | -0.6 | -5 | -1 | 5 | 12 | -4 | 10 | 3 | 9 | -4 | C=CCc1ccc(OCCOCCNCCCC)c(OC)c1 |
| 43 | 0.1 | 0 | 1 | -4 | 0 | 0 | 0 | 0 | 3 | 4 | Cn1c(-c2cccc([N+](=O)[O-])c2)cnc1NCc1cccc([N+](=O)[O-])c1 |
| 44 | 0.0 | 3 | -1 | -2 | 0 | 3 | 0 | 0 | -5 | 1 | CN(C)S(=O)(=O)c1ccc(C(=O)NCC(=O)N/N=C/c2ccco2)cc1 |
| 45 | -0.4 | -1 | 2 | 7 | -1 | -6 | 8 | 4 | -3 | -1 | O=C(C1CC(=O)N(c2ccc3c(c2)OCCO3)C1)N1CCN(c2ccccc2)CC1 (stereo unspecified) |
| 46 | 0.0 | 6 | 2 | -1 | 3 | 7 | 11 | -1 | 13 | 8.7* | CC(=O)c1cccc(-c2ccnc3c2CC(C(=O)Nc2ccc(Cl)cc2)O3)c1 (stereo unspecified) |
